Screening data from PubChem BioAssay.
F-actin modifier = modifiers of F-actin cytoskeleton organization, primary screen, imaging, HUVEC, phalloidin staining, high-content imaging. AID 836, 2007. HUVEC TNFa F-actin phalloidin imaging. inhibition, % at 2 µM. actives 0.18% (n = 91,000);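 active = inhibition above the batch mean plus 3 SD and confirmed as a hit by visual image inspection, cut at about 30% in these data, passing the limit was not always enough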; note: strong numbers were not always called active
LYP inh 2 = PTPN22 phosphatase inhibitors, primary screen, biochemical, DiFMUP fluorescence, 2 µM | recombinant LYP catalytic domain | AID 640, 2007 | inhibition, % at 2 µM | actives 0.21% (n = 96,000);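 active = inhibition at 2 µM at or above a set limit, the screen mean plus 3 SD, cut at about 24% in these data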;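 note: 0% = DMSO with enzyme and 100% = enzyme fully blocked by orthovanadate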
Target sequence (Q9Y2R2 whole entry, looked up, the tested form may be a part): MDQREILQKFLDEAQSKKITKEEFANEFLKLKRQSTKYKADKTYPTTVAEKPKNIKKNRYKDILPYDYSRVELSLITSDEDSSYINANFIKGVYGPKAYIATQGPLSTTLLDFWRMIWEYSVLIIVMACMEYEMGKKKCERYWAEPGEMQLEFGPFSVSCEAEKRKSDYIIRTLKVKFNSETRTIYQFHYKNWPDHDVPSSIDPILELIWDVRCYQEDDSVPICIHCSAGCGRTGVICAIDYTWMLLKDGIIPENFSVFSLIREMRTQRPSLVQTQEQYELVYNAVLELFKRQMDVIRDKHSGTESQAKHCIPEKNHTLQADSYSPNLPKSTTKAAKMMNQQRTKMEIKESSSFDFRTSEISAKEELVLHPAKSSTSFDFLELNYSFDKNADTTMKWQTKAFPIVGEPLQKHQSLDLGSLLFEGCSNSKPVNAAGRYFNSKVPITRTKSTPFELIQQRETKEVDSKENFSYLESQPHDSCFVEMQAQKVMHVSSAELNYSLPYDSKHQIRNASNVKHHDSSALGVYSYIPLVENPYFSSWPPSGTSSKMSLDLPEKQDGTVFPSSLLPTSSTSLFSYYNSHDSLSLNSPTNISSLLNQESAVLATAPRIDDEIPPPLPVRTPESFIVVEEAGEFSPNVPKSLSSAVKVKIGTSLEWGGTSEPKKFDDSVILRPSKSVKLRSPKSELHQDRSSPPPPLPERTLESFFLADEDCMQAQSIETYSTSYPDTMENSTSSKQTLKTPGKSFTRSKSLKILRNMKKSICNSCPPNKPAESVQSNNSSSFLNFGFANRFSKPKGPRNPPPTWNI
HIV Rev-RRE inh = HIV-1 Rev-RRE binding inhibitors, primary screen, biochemical, FRET, protein-RNA interaction; P05866; Rev peptide-RRE RNA binding; inhibition, % at 8 µM; actives 0.79% (n = 97,000);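 active = inhibition above the screen-wide mean plus 3 SD, cut at about 35% in these data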;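 note: 0% = median DMSO wells and 100% = median Neomycin B control wells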
Target sequence (P05866 whole entry, looked up): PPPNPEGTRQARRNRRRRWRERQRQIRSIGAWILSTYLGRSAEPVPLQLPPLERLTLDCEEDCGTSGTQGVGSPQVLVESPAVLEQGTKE
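Test system – labelled RRE RNA duplex and labelled Rev peptide · Reagent – labelled Rev peptide · Doses – one concentration, 8 µM nominal · Incubation – 5 + 15 min at 25 °C · Signal – FRET fluorescence readout · Read-out basis – % inhibition of FRET ratio versus controls · Control set – DMSO wells as 0% and neomycin B wells as 100% inhibition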
Pyk2 oligo antag = antagonists of Pyk2 self-association, primary screen, Q293 cells, FERM NanoBiT luminescence, HTS. active compounds read low. z-score (the deposit names both 25 µM and 10 µM). actives 0.83% (n = 99,000). AID 1347419, 2020;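 active = Z-score of -3 or lower, scaled per plate to the spread of control and sample wells; inactive = z-score above -3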;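 note: negative z-score means lost luminescence so less FERM oligomerization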
PLK1 inh = human PLK1 kinase inhibitors, primary screen, biochemical, TR-FRET; actives 0.53% (n = 97,000); AID 619, 2007; Serine/threonine-protein kinase PLK1 (Homo sapiens), P53350; recombinant PLK1 kinase, TR-FRET peptide phosphorylation; inhibition, % at 10 µM;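 active = inhibition of 50% or more in the single-concentration screen; inactive = inhibition below 50%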;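 note: 0% = DMSO max control and 100% = H-89 dihydrochloride min control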
FAK blocker = FAK kinase inhibitors, primary screen, biochemical. Focal adhesion kinase 1 (Homo sapiens), Q05397. biochemical FAK kinase activity assay. inhibition, %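 (tested at 7 µM)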. actives 0.84% (n = 97,000); in the data active = inhibition above about 19%;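 note: 0% = DMSO and 100% = reference compound high control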
PLK1 PBD inh = Plk1 polo box domain binding inhibitors, primary screen, biochemical, fluorescence polarization; inhibition, %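 (tested at about 20 µM)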; Plk1 PBD phosphopeptide binding; actives 0.13% (n = 97,000); Serine/threonine-protein kinase PLK1 (Homo sapiens), P53350; in the data active = inhibition above about 34%, passing the limit was not always enough
PTPN22 act = LYP phosphatase activators, primary screen, biochemical, DiFMUP fluorescence, 2 µM; Tyrosine-protein phosphatase non-receptor type 22 (Homo sapiens), Q9Y2R2; recombinant LYP; 0 = plate median, 100 = signal doubled; activation, % at 2 µM; actives 0.11% (n = 96,000); AID 697, 2007;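 active = activation at 2 µM above a set limit, the mean plus 5 SD, cut at about 37% in these data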
EphB4 antag = EphB4-ephrin-B2 interaction antagonists, primary screen, biochemical, TNYL-RAW peptide probe, fluorescence polarization. actives 0.15% (n = 97,000). EphB4 LBD / TNYL-RAW-Alexa532 peptide. Ephrin type-B receptor 4 (Homo sapiens), P54760. inhibition, % at 7 µM;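 active = inhibition above the screen-wide mean inhibition plus 3 SD, cut at about 15% in these data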;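 note: 0% = DMSO wells and 100% = excess unlabeled TNYL-RAW peptide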
* hit, by the source's call.

What do the screens show for `COc1ccc(NC(=O)Nc2cccc(OC)c2)cc1`?
F-actin modifier: 14; LYP inh 2: 0; HIV Rev-RRE inh: 4; Pyk2 oligo antag: -1.4; PLK1 inh: -14; FAK blocker: 2; PLK1 PBD inh: -23; PTPN22 act: -3; EphB4 antag: -1

Results for CC1CCC(NC(=O)CC2Oc3ccccc3NC2=O)CC1 (stereo not given) ?
F-actin modifier: 10; LYP inh 2: -12; HIV Rev-RRE inh: -7; PLK1 inh: -10; FAK blocker: -2; PLK1 PBD inh: 22; PTPN22 act: 7; EphB4 antag: -5

What do the screens show for `O=C(CSc1nnc(-c2ccccn2)n1Cc1ccco1)c1ccc(Cl)cc1`?
F-actin modifier: 5; LYP inh 2: 1; HIV Rev-RRE inh: 8; Pyk2 oligo antag: -0.55; PLK1 inh: -10; FAK blocker: -5; PLK1 PBD inh: -12; PTPN22 act: -3; EphB4 antag: 6

Results for O=C(NCCCO)NC12CC3CC(CC(C3)C1)C2 ?
F-actin modifier: 4; LYP inh 2: -9; HIV Rev-RRE inh: 3; Pyk2 oligo antag: -0.17; PLK1 inh: -1; FAK blocker: 0; PLK1 PBD inh: -38; PTPN22 act: 12; EphB4 antag: -6

What do the screens show for `N/C(Cc1ccc(Cl)cc1Cl)=N\OC(=O)c1cccs1`?
F-actin modifier: -18; LYP inh 2: -3; HIV Rev-RRE inh: 2; Pyk2 oligo antag: 1.1; PLK1 inh: -7; FAK blocker: 4; PLK1 PBD inh: 10; PTPN22 act: 1; EphB4 antag: -1

How did COc1cc(NC(=O)c2cc(-c3ccco3)on2)c(OC)cc1Cl do in these assays?
F-actin modifier: 6; LYP inh 2: -5; HIV Rev-RRE inh: 6; Pyk2 oligo antag: 0.95; PLK1 inh: -7; FAK blocker: 1; PLK1 PBD inh: -4; PTPN22 act: 2; EphB4 antag: -10

What do the screens show for `COc1ccccc1NC(=O)C(CCS(C)(=O)=O)N1C(=O)c2ccccc2C1=O` (stereo not given)?
F-actin modifier: 53; LYP inh 2: -2; HIV Rev-RRE inh: 2; Pyk2 oligo antag: 0.25; PLK1 inh: -2; FAK blocker: -2; PLK1 PBD inh: -2; PTPN22 act: 0; EphB4 antag: 4

What do the screens show for `Cc1c(CN2CCC(C)CC2)c(=O)n(-c2ccccc2)n1C`?
F-actin modifier: -9; LYP inh 2: -2; HIV Rev-RRE inh: 6; Pyk2 oligo antag: 0.19; PLK1 inh: -18; FAK blocker: 0; PLK1 PBD inh: 3; PTPN22 act: -1; EphB4 antag: 0

What do the screens show for `CCCS(=O)(=O)N1CCCC(C(=O)NCCCN2CCN(c3ccccc3F)CC2)C1` (stereo not given)?
F-actin modifier: -27; LYP inh 2: 2; HIV Rev-RRE inh: -1; Pyk2 oligo antag: 0.83; PLK1 inh: -8; FAK blocker: -5; PLK1 PBD inh: -4; PTPN22 act: -3; EphB4 antag: 0

Results for Cc1ccc(-c2csc(=S)n2CC(=O)OCC(=O)NC(C)C(C)C)cc1 (stereo not given) ?
F-actin modifier: -11; LYP inh 2: 7; HIV Rev-RRE inh: 6; Pyk2 oligo antag: -0.81; PLK1 inh: -1; FAK blocker: 3; PLK1 PBD inh: -17; PTPN22 act: -10; EphB4 antag: 3

Results for Cc1cc(C)c2c(c1)/C(=N/NC(=S)Nc1ccc(F)cc1)CCC2 ?
F-actin modifier: -6; LYP inh 2: 2; HIV Rev-RRE inh: 1; Pyk2 oligo antag: 0.38; PLK1 inh: -11; FAK blocker: -1; PLK1 PBD inh: 38; PTPN22 act: 0; EphB4 antag: -5

What do the screens show for `CC(C(=O)Nc1ccccc1F)N1C(=O)c2ccccc2C1=O` (stereo not given)?
F-actin modifier: 21; LYP inh 2: 2; HIV Rev-RRE inh: 3; Pyk2 oligo antag: 0.8; PLK1 inh: -15; FAK blocker: -5; PLK1 PBD inh: 9; PTPN22 act: -4; EphB4 antag: -5

Results for CCN1CCN(CCCNC(=O)c2csc3c2CCCCC3)CC1 ?
F-actin modifier: -23; LYP inh 2: 1; HIV Rev-RRE inh: 5; Pyk2 oligo antag: -0.73; PLK1 inh: -20; FAK blocker: 9; PLK1 PBD inh: 8; PTPN22 act: -3; EphB4 antag: 3

How did Nc1c(-c2ccccc2)n[nH]c1-c1ccccc1 do in these assays?
F-actin modifier: 5; LYP inh 2: 2; HIV Rev-RRE inh: 6; Pyk2 oligo antag: 1.4; PLK1 inh: -12; FAK blocker: 0; PLK1 PBD inh: 15; PTPN22 act: 0; EphB4 antag: -4

How did CCOC(=O)c1cc(OC(=O)c2ccccc2Br)n(-c2ccccc2)n1 do in these assays?
F-actin modifier: -18; LYP inh 2: 2; HIV Rev-RRE inh: 12; Pyk2 oligo antag: -0.19; PLK1 inh: 5; FAK blocker: -4; PLK1 PBD inh: -6; PTPN22 act: 0; EphB4 antag: 10

What do the screens show for `COCCN1CCN(c2c3c(nc4cc(-c5cccc(F)c5)nn24)CCC3)CC1`?
F-actin modifier: -11; LYP inh 2: 0; HIV Rev-RRE inh: 8; Pyk2 oligo antag: 0.04; PLK1 inh: -7; FAK blocker: -1; PLK1 PBD inh: 14; PTPN22 act: 0; EphB4 antag: 0

How did CS(=O)(=O)N1CCC(C(=O)Nc2ccc(Oc3ccccc3)cc2)CC1 do in these assays?
F-actin modifier: -8; LYP inh 2: -4; HIV Rev-RRE inh: 6; Pyk2 oligo antag: -0.25; PLK1 inh: 4; FAK blocker: -2; PLK1 PBD inh: 0; PTPN22 act: 1; EphB4 antag: -6

How did CCc1nnc(NC(=O)c2cccc(OC)c2)s1 do in these assays?
F-actin modifier: -6; LYP inh 2: 1; HIV Rev-RRE inh: 4; Pyk2 oligo antag: 0.33; PLK1 inh: -5; FAK blocker: -6; PLK1 PBD inh: -5; PTPN22 act: 0; EphB4 antag: 0

How did CCSc1nc2ccccc2n1Cc1ccccc1F do in these assays?
F-actin modifier: 3; LYP inh 2: 8; HIV Rev-RRE inh: 19; Pyk2 oligo antag: -0.74; PLK1 inh: -11; FAK blocker: -1; PLK1 PBD inh: 15; PTPN22 act: -9; EphB4 antag: -7

Results for COC(=O)Cc1[nH]n(-c2nc3ccccc3s2)c(=O)c1C(C)=O ?
F-actin modifier: -1; LYP inh 2: -4; HIV Rev-RRE inh: 6; Pyk2 oligo antag: 0.39; PLK1 inh: -4; FAK blocker: -2; PLK1 PBD inh: -11; PTPN22 act: 6; EphB4 antag: -5

The final three records of the part above open the next one.
How did CCc1nnc(NC(=O)c2cccc(OC)c2)s1 do in these assays?
F-actin modifier: -6; LYP inh 2: 1; HIV Rev-RRE inh: 4; Pyk2 oligo antag: 0.33; PLK1 inh: -5; FAK blocker: -6; PLK1 PBD inh: -5; PTPN22 act: 0; EphB4 antag: 0

How did CCSc1nc2ccccc2n1Cc1ccccc1F do in these assays?
F-actin modifier: 3; LYP inh 2: 8; HIV Rev-RRE inh: 19; Pyk2 oligo antag: -0.74; PLK1 inh: -11; FAK blocker: -1; PLK1 PBD inh: 15; PTPN22 act: -9; EphB4 antag: -7

Results for COC(=O)Cc1[nH]n(-c2nc3ccccc3s2)c(=O)c1C(C)=O ?
F-actin modifier: -1; LYP inh 2: -4; HIV Rev-RRE inh: 6; Pyk2 oligo antag: 0.39; PLK1 inh: -4; FAK blocker: -2; PLK1 PBD inh: -11; PTPN22 act: 6; EphB4 antag: -5

What do the screens show for `COc1ccc(-n2c(SCC(=O)Nc3ccc4c(c3)OCO4)nc3ccccc3c2=O)cc1`?
F-actin modifier: -4; LYP inh 2: -6; HIV Rev-RRE inh: 2; Pyk2 oligo antag: -2.5; PLK1 inh: -7; FAK blocker: -1; PLK1 PBD inh: 4; PTPN22 act: 5; EphB4 antag: -6

How did Cn1cnnc1SCc1ccccc1 do in these assays?
F-actin modifier: -25; LYP inh 2: 0; HIV Rev-RRE inh: 12; Pyk2 oligo antag: -0.17; PLK1 inh: -4; FAK blocker: -3; PLK1 PBD inh: -10; PTPN22 act: 2; EphB4 antag: 0

Results for Cc1c(C(=O)Nc2ccc3c(c2)OCO3)sc2nc(-c3ccccc3)cn12 ?
F-actin modifier: -6; LYP inh 2: 2; HIV Rev-RRE inh: 8; Pyk2 oligo antag: -0.57; PLK1 inh: -12; FAK blocker: -3; PLK1 PBD inh: 2; PTPN22 act: -5; EphB4 antag: 10

Results for COc1ccc2nc(C)cc(N3CCOCC3)c2c1 ?
F-actin modifier: -6; LYP inh 2: -6; HIV Rev-RRE inh: -2; Pyk2 oligo antag: -0.35; PLK1 inh: -1; FAK blocker: 2; PLK1 PBD inh: -33; PTPN22 act: 5; EphB4 antag: 7

What do the screens show for `O=C(CSc1nccn1-c1ccc(Cl)cc1)Nc1ccc2c(c1)OCO2`?
F-actin modifier: -37; LYP inh 2: -1; HIV Rev-RRE inh: 5; Pyk2 oligo antag: 1.3; PLK1 inh: -7; FAK blocker: 1; PLK1 PBD inh: 1; PTPN22 act: 0; EphB4 antag: -4

What do the screens show for `CCCCn1c(SCC(=O)NCc2ccco2)nnc1-c1ccco1`?
F-actin modifier: 27; LYP inh 2: -5; HIV Rev-RRE inh: 1; Pyk2 oligo antag: 1.4; PLK1 inh: 2; FAK blocker: -3; PLK1 PBD inh: -18; PTPN22 act: 4; EphB4 antag: 3

How did CC1=CC2=NCC(O)CN2C=C1 (stereo not given) do in these assays?
F-actin modifier: 6; LYP inh 2: -10; HIV Rev-RRE inh: 8; Pyk2 oligo antag: -0.06; PLK1 inh: 1; FAK blocker: 1; PLK1 PBD inh: -10; PTPN22 act: 7; EphB4 antag: -1

How did CCN1CCN(c2ccc(NC(=O)c3cccc(OCc4ccccc4)c3)cc2)CC1 do in these assays?
F-actin modifier: -3; LYP inh 2: -9; HIV Rev-RRE inh: 1; Pyk2 oligo antag: -0.62; PLK1 inh: -8; FAK blocker: 5; PLK1 PBD inh: -20; PTPN22 act: 11; EphB4 antag: -3

How did O=C(Cc1cccs1)N(Cc1ccco1)C1(C(=O)NC2CCCCC2)CCCCC1 do in these assays?
F-actin modifier: 8; LYP inh 2: 4; HIV Rev-RRE inh: 9; Pyk2 oligo antag: -4.2*; PLK1 inh: 2; FAK blocker: -1; PLK1 PBD inh: 7; PTPN22 act: -4; EphB4 antag: 6

What do the screens show for `Cc1cccc(OCCNc2nc3c(c(=O)n(C)c(=O)n3C)n2C)c1`?
F-actin modifier: -1; LYP inh 2: -8; HIV Rev-RRE inh: 2; Pyk2 oligo antag: 1.1; PLK1 inh: 5; FAK blocker: 0; PLK1 PBD inh: -6; PTPN22 act: 9; EphB4 antag: 0

What do the screens show for `Cc1cc(C)nc(NC(=O)c2cnc3sccn3c2=O)n1`?
F-actin modifier: 0; LYP inh 2: 2; HIV Rev-RRE inh: 3; PLK1 inh: -17; FAK blocker: -1; PLK1 PBD inh: 10; PTPN22 act: -3; EphB4 antag: -1

Results for N#Cc1c(N)nc2c3c(sc(=N)c2c1N)NC(=O)CC3c1ccccc1Cl (stereo not given) ?
F-actin modifier: 3; LYP inh 2: -2; HIV Rev-RRE inh: 11; Pyk2 oligo antag: -3.5*; PLK1 inh: -9; FAK blocker: 0; PLK1 PBD inh: 8; PTPN22 act: -1; EphB4 antag: -2
